# Screening data from PubChem BioAssay.
# Runt-CBFb FRET: inhibitors of human RUNX1 Runt domain binding to CBFb; Cerulean-Runt/Venus-CBFb FRET ratio 530/480, 1 h; inhibition, % at 20 µM; hit rate 0.46% among 220,000;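 active = inhibition over about 50% at 20 µM in the single-dose screen, limit read from the data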;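 note: 0% = DMSO wells and 100% = excess unlabeled CBFb competitor control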
#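 Assay system: Cerulean-tagged RUNX1 Runt domain (FRET donor) fusion protein / Amount: 100 nM each of Venus-CBFb and Cerulean-Runt domain / Medium: Tris buffer pH 7.5 with salts and BSA / Also added: Venus-CBFb 100 nM / Schedule: 1 h complex formation plus 1 h compound treatment, room temperature / Signal: FRET fluorescence / Read-out: loss of energy transfer signal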
# 14-3-3 Bad PPI: disrupts binding of bovine 14-3-3 zeta to phospho-Bad peptide; P63103; inhibition, % at 21.7 µM; TR-FRET 14-3-3zeta/Dy647-pBad peptide displacement, 1 h; hit rate 0.71% among 220,000;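 active = inhibition above about 70%, limit read from the data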;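 note: 0% = full 14-3-3 plus peptide FRET controls and 100% = background without 14-3-3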
# Target sequence (P63103 whole entry, looked up): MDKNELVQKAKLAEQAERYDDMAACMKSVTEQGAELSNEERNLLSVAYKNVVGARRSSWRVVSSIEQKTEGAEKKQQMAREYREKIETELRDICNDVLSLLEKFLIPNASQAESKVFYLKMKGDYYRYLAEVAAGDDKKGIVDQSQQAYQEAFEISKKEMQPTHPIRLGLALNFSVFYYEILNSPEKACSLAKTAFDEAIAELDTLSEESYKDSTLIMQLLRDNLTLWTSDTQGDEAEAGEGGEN
# Hck-Nef inh: inhibitors of human Hck kinase activated by Nef. AID 463187. inhibition, % at 20 µM. hit rate 0.68% among 220,000. Recombinant Hck-YEEI plus Nef, Z-Lyte FRET kinase assay;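 active = Hck-Nef kinase inhibition above about 50%, limit read from the data; inactive = inhibition below that limit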;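 note: 0% = DMSO with Hck plus Nef and 100% = Hck alone without Nef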
# Wee1 stabilizer: inhibitors of human Wee1 degradation | P30291 | HeLa Luc-Wee1K328M stability, luciferase luminescence; 100% = proteasome inhibitor MG132 effect | reporter increase, % at 5 µM | hit rate 1.2% among 220,000;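 active = activation above the mean of all tested compounds plus 3 SD, set per screening run, cut at about 8.8% in these data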;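 note: cells exposed to compound for 20 h before luminescence read; 0% = DMSO alone and 100% = MG132 at 30 µM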
# Target sequence (P30291 whole entry K328M): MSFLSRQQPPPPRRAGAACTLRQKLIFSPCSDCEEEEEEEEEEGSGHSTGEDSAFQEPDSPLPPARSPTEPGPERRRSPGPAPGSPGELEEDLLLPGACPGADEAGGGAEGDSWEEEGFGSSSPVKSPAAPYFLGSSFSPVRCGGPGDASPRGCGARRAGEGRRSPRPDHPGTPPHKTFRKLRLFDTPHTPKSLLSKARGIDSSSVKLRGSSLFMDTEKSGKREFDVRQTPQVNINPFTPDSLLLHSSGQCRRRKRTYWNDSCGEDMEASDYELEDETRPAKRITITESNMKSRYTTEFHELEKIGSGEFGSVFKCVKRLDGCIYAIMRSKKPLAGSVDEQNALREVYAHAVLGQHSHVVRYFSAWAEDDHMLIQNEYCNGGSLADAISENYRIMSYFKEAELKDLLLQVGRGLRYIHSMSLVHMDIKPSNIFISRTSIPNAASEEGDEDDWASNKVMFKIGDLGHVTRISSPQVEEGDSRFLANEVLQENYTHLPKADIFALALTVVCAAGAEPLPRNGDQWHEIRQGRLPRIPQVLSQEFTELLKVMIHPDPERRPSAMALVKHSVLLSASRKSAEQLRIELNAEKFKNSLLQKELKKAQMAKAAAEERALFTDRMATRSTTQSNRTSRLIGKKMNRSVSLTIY
# Thrombin inh: inhibitors of human thrombin. inhibition, % at 5 µM. hit rate 0.26% among 220,000. alpha-thrombin, Boc-VPR-AMC fluorogenic substrate cleavage. AID 1046. P00734;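 active = inhibition at or above 40%; inactive = inhibition below 40%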;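 note: 0% = enzyme with no compound and 100% = wells without enzyme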
#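 Assay system: human alpha-thrombin enzyme. Reagent: Boc-VPR-AMC substrate, 15 µM final. Compound dosing: one concentration per compound, 5 µM, with 0.2% DMSO. Incubation: room-temperature reaction. Technique: AMC fluorescence, 355/460 nm. Measure: % inhibition relative to enzyme controls and enzyme-free blanks.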
# Runt-SMMHC FRET: blocks binding of human RUNX1 Runt domain to CBFb-SMMHC; Cerulean-Runt/Venus-CBFb-SMMHC FRET ratio 530/480, 1 h; inhibition, % at 20 µM; hit rate 0.74% among 220,000; AID 1434;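 active = mean inhibition across duplicate retests at 20 µM reaching about 50%, limit read from the data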;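 note: 0% = DMSO wells and 100% = wells with excess untagged CBFb-SMMHC; inhibitors lower the FRET ratio by blocking Runt binding to CBFb-SMMHC; some results filed as inactive read as strong as hits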
# FXIa inh 1536: blocks human coagulation factor XIa protease activity; AID 798; P03951; purified FXIa, Boc-Glu-Ala-Arg-AMC fluorogenic substrate; inhibition, % at 5 µM; hit rate 0.14% among 220,000;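 active = inhibition of at least 40%; inactive = inhibition below 40%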;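 note: fluorescence of freed AMC excited at 355 nm; 0% = enzyme without compound and 100% = no enzyme blank; many of its hits are not listed in these tables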
# FXIIa inh: blocks human coagulation factor XIIa protease activity | P00748 | purified FXIIa, Boc-QGR-AMC fluorogenic substrate, 2 h | inhibition, % at 5 µM | hit rate 0.3% among 220,000; in the data active = inhibition above about 40%;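 note: 0% = enzyme with no compound and 100% = blank without enzyme; many of its hits are not listed in these tables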
# KLK5 inh: inhibitors of human kallikrein 5; Q9Y337; recombinant hK5, fluorogenic AMC substrate cleavage; inhibition, % at 5 µM; hit rate 0.59% among 210,000; AID 873;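 active = inhibition of 40% or more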;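 note: 0% = enzyme controls without compound and 100% = no-enzyme blanks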
# Target sequence (Q9Y337 67-293 limits assumed): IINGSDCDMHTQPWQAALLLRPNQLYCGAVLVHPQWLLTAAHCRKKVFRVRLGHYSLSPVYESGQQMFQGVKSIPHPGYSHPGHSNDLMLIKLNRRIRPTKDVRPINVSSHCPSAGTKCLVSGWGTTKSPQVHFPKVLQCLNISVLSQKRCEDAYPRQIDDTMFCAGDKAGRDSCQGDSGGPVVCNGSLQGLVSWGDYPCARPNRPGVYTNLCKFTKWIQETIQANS
# * = called active by the depositor; . = no result given; [ ] = another dose, or the depositor's remark.
nr	SMILES	Runt-CBFb FRET	14-3-3 Bad PPI	Hck-Nef inh	Wee1 stabilizer	Thrombin inh
1	COc1ccc(CNC(=O)CCn2c(=O)oc3ccccc32)cc1	0	6	-1	-4	5
2	OCCNC(=S)c1ccccc1	0	0	6	-1	-2
3	COC(=O)c1sccc1NC(=O)CSc1ccccc1NS(=O)(=O)c1ccc(Cl)cc1	-2	5	-1	-2	4
4	O=C(O)CCCNS(=O)(=O)c1cccs1	1	-7	2	1	2
5	CNC(=O)/C(=C\c1ccc2c(c1)OCO2)NC(=O)c1ccc(Br)cc1	1	1	0	4	-1
6	c1ccc2[nH]c(-c3cscn3)nc2c1	0	-2	3	-4	-2
7	CCOc1ccc2[nH]c(=O)c(CN(Cc3nnnn3Cc3ccccc3)CC3CCCO3)cc2c1 (stereo not given)	-1	-5	1	-3	-7
8	CC(C)Oc1ccc(C2C(C#N)=C(N)Oc3c2oc(CO)cc3=O)cc1 (stereo not given)	-45	6	18	4	1
9	CC(=O)Nc1cccc(/C(C)=N/NC(=O)c2cc(-c3ccncc3)nc3ccccc23)c1	-2	-4	9	-1	2
10	CC1CC(C)CN(CCCNC(=O)Cc2c(C(=O)O)n(C)c3ccccc23)C1 (stereo not given)	2	-10[fluorescence artefact?]	-2	-4	-15
11	C/C(=N/NC(=O)CNc1ccc(Cl)cc1C)c1ccc(C)cc1	0	-4	26	5	11
12	O=C(Cc1ccc([N+](=O)[O-])cc1)Nc1nnc(C2CC2)s1	1	4[fluorescence artefact?]	4	6	-3

nr	Runt-SMMHC FRET	FXIa inh 1536	FXIIa inh	KLK5 inh
1	0	7	13	-11
2	2	2	7	-1
3	4	8	17	-9
4	3	3	16	-2
5	2	8	6	1
6	2	7	12	-4
7	-34	-6	10	-13
8	-23	14	7	13
9	2	-1	4	-4
10	-2	3	12	-24
11	2	2	10	-8
12	-1	10	7	-8

# As entered above:
# `COc1ccc(CNC(=O)CCn2c(=O)oc3ccccc32)cc1` @ FXIa inh 1536 = 7
# `c1ccc2[nH]c(-c3cscn3)nc2c1` @ FXIIa inh = 12

# Remaining list, next part.
nr	SMILES	Runt-CBFb FRET	14-3-3 Bad PPI	Hck-Nef inh	Wee1 stabilizer	Thrombin inh
13	Nc1c(C(=O)O)sc2nc(-c3ccccc3)cc(-c3ccc(F)cc3)c12	10	-1	-5	4	-5
14	COc1ccc2nc(C)cc(C(=O)O)c2c1	0	35	1	-4	-7
15	CC(C)n1c(N2CCN(C(=O)Nc3ccccc3)CC2)nc2ccccc21	-1	-4[fluorescence artefact?]	1	-4	0
16	CCn1c(SCC(=O)Nc2cccc(C)n2)nc2c1c(=O)n(C)c(=O)n2C	1	-3	21	1	-6
17	NC(=O)NCc1ccccc1F	0	-6	28	2	-8
18	COc1cc(NC(=O)c2ccc3c(c2)OCCO3)ccc1NC(=O)c1cccs1	0	-6	35	-1	2
19	COC(=O)c1sccc1OCc1cccc(OC)c1	-1	-17	23	-2	-3
20	COc1ccc(Cl)cc1NC(=O)Nc1ccccc1SC	1	-1	0	-2	-2
21	O=C(CN1CCc2ccccc2C1)NCC(=O)Nc1ccc(F)cc1	0	-26	2	-1	2
22	O=C(O)CNC(=S)N(Cc1ccccc1)Cc1cccnc1	0	-1	0	0	-4
23	CCOC(=O)c1ccc(NC(=O)c2nc[nH]c2C(=O)N(CC)CC)cc1	0	-6	18	.	-4
24	CCC(C)c1ccc(NC(=O)COC(=O)c2nc3nccc(C)n3n2)cc1 (stereo not given)	-6	-6	-1	1	0

nr	Runt-SMMHC FRET	FXIa inh 1536	FXIIa inh	KLK5 inh
13	-87	-9	3	4
14	1	-8	3	-41
15	-1	-3	12	11
16	-3	-1	6	1
17	0	-2	10	.
18	1	0	14	3
19	0	-3	4	-2
20	-1	-1	5	0
21	-1	2	3	-17
22	9	-4	7	4
23	0	-2	5	-2
24	-7	-1	9	-5

# Further compounds
nr	SMILES	Runt-CBFb FRET	14-3-3 Bad PPI	Hck-Nef inh	Wee1 stabilizer	Thrombin inh
25	c1ccc(COc2ccc(OCCn3cncn3)cc2)cc1	-1	3	4	1	3
26	Cc1ccc(C(=O)N2N=C(CC(C)C)CC2(O)C(F)(F)F)o1 (stereo not given)	0	-8	0	1	-2
27	Cc1cccc(/N=C/c2c(O)c3ccccc3oc2=O)n1	0	25	4	-1	-7
28	O=C(NC(=O)c1ccccc1O)c1ccc2c(c1)CCO2	5	2	16	2	-5
29	CC(n1cnnn1)C12CC3CC(CC(C3)C1)C2 (stereo not given)	-5	-6	0	0	0
30	O=C(Cn1nnc(-c2ccccc2F)n1)Nc1ccc2c(c1)OCO2	-1	-6	2	-1	-6
31	Cc1nnc(SCC(=O)NCc2ccco2)[nH]c1=O	4	-8[fluorescence artefact?]	2	3	-4
32	CC1=CC(c2ccc(Cl)cc2)n2nc(NC(=O)c3ccccc3)nc2N1 (stereo not given)	1	1[fluorescence artefact?]	9	5	-3
33	CCN(C(=O)CCc1nc(-c2ccccc2F)no1)c1cc(OC)ccc1OC	1	-13	1	0	-8
34	Cn1cc(/C=C2\SC(=O)NC2=S)c2ccccc21	-18	-7	-12	-2	6
35	CCN(CC)CCNS(=O)(=O)c1ccc(C(=O)NN)cc1	1	-9	-13	-1	-12
36	Cc1ccc(NC(=O)CC2SC(=Nc3ccc(O)cc3)NC2=O)cc1 (stereo not given)	1	-6	24	-2	3

nr	Runt-SMMHC FRET	FXIa inh 1536	FXIIa inh	KLK5 inh
25	-1	0	16	3
26	-1	-5	0	-3
27	-4	-6	5	6
28	-17	1	9	3
29	0	-3	5	-3
30	3	-8	3	-2
31	4	-4	11	-18
32	-3	2	10	-14
33	0	3	2	-1
34	-119	2	11	5
35	-2	-7	5	-3
36	2	-4	7	-6

# (cont.)
nr	SMILES	Runt-CBFb FRET	14-3-3 Bad PPI	Hck-Nef inh	Wee1 stabilizer	Thrombin inh
37	Cc1csc(NC(=O)CCCC(=O)O)c1-c1nc2ccccc2s1	-2	-8	21	-1	0
38	CCc1c(O)nc(SCC(=O)Nc2nc3ccccc3s2)n(C2CCCCC2)c1=O	8	6	24	-2	-8
39	CCOc1ccccc1C(=O)N[C@H](C(=O)Nc1cc(S(=O)(=O)N(C)C)ccc1OC)C(C)C	-1	-4	-5	0	-9
40	CNC(=O)CSCc1c(F)cccc1Cl	-2	5	3	-3	-2
41	CCOC(=O)N1CCN(C(=O)Nc2ccc3nc(C)sc3c2)CC1	3	-8	-20	-2	3
42	CCOC(=O)CNC(=O)CSc1nc(-c2ccccc2)ns1	32	1	7	1	-4
43	CC(C)NC(=O)CCNS(=O)(=O)c1ccc(Br)cc1	0	0	0	-2	-2
44	COCC(C)NC(=S)Nc1ccccc1[N+](=O)[O-] (stereo not given)	8	-5	23	-5	-3
45	CCOC(=O)N1CCN(c2ccc(C(=O)CC)cc2F)CC1	-2	-11	1	2	4
46	Cc1ccc(NC(=O)c2c(C)nn(-c3ccccc3)c2Cl)cc1	-1	6	1	-3	-4
47	Cc1n[nH]c(=O)n1-c1ccc(OCc2ccccc2)cc1	3	-4	-1	-2	0
48	CCOc1ccc(OCc2ccc(C(=O)Nc3cccc(C)n3)o2)cc1	-1	-16	8	1	4

nr	Runt-SMMHC FRET	FXIa inh 1536	FXIIa inh	KLK5 inh
37	-6	5	7	5
38	1	3	10	5
39	0	-3	2	-2
40	-3	7	7	-2
41	2	5	15	-12
42	-1	3	3	-1
43	4	-7	-3	0
44	-6	-1	3	0
45	4	1	18	-2
46	0	5	4	-1
47	-6	1	11	.
48	5	-2	20	-16

# (next part)
nr	SMILES	Runt-CBFb FRET	14-3-3 Bad PPI	Hck-Nef inh	Wee1 stabilizer	Thrombin inh
49	CC(C)Oc1c(Br)cc(Br)cc1/C=N/NC(N)=S	-2	15	4	4	-4
50	O=C(NCc1cccnc1)C(=O)NCC1OCCCN1S(=O)(=O)c1ccc(Cl)cc1 (stereo not given)	0	-13	24	0	-5
51	Cc1nn(C)c(C)c1CS(=O)(=O)c1ccccc1	2	-5	12	-1	-10
52	CC(C)N(C(=S)Nc1cccnc1)c1ccccc1	2	6	27	6	0
53	CC(=O)c1cccc(NC(=O)NC2CC3CCCC(C2)N3CC(C)C)c1 (stereo not given)	-3	-1[fluorescence artefact?]	3	1	1
54	Cc1cc(NS(=O)(=O)c2ccc(NC(=S)NC(=O)c3cccnc3)cc2)no1	4	-2	17	-3	-5
55	O=C(NCc1ccccn1)c1ccc(Cl)s1	5	0	-7	-1	2
56	Cc1cc(=O)n(CCCO)c(O)c1C#N	-4	12[fluorescence artefact?]	0	5	-6
57	CC(=O)c1noc(C)c1C(=O)Nc1nccs1	0	-16[fluorescence artefact?]	-2	-2	1
58	COc1ccccc1Nc1nc2c(s1)CCC2	4	-10	0	3	1
59	O=C(Nc1ccc2c(c1)CCC2)c1cc2ccccc2o1	0	-13	1	2	-6
60	CCc1cc2c3c(c(=O)oc2cc1O)CCCC3	96*	-2	91*	8	-7

nr	Runt-SMMHC FRET	FXIa inh 1536	FXIIa inh	KLK5 inh
49	-1	6	6	-16
50	0	3	9	1
51	1	-4	5	-9
52	3	1	10	4
53	0	4	12	-10
54	1	-4	2	0
55	2	0	9	-1
56	-5	-17	3	-2
57	-2	1	7	-5
58	6	-2	5	-6
59	-2	3	0	-25
60	144*	0	3	-11

# 6 entries already listed, arranged by length of the SMILES, rising:
nr	SMILES	Runt-CBFb FRET	14-3-3 Bad PPI	Hck-Nef inh	Wee1 stabilizer	Thrombin inh
56	Cc1cc(=O)n(CCCO)c(O)c1C#N	-4	12[fluorescence artefact?]	0	5	-6
55	O=C(NCc1ccccn1)c1ccc(Cl)s1	5	0	-7	-1	2
51	Cc1nn(C)c(C)c1CS(=O)(=O)c1ccccc1	2	-5	12	-1	-10
59	O=C(Nc1ccc2c(c1)CCC2)c1cc2ccccc2o1	0	-13	1	2	-6
53	CC(=O)c1cccc(NC(=O)NC2CC3CCCC(C2)N3CC(C)C)c1 (stereo not given)	-3	-1[fluorescence artefact?]	3	1	1
50	O=C(NCc1cccnc1)C(=O)NCC1OCCCN1S(=O)(=O)c1ccc(Cl)cc1 (stereo not given)	0	-13	24	0	-5

nr	Runt-SMMHC FRET	FXIa inh 1536	FXIIa inh	KLK5 inh
56	-5	-17	3	-2
55	2	0	9	-1
51	1	-4	5	-9
59	-2	3	0	-25
53	0	4	12	-10
50	0	3	9	1

# Following part:
nr	SMILES	Runt-CBFb FRET	14-3-3 Bad PPI	Hck-Nef inh	Wee1 stabilizer	Thrombin inh
61	Cc1cc(-c2csc(NC(=O)c3ccccc3C(F)(F)F)n2)c(C)n1Cc1ccccc1	1	-16	1	-2	-9
62	Cc1cc(/C=C2\SC(=O)N(CC(=O)Nc3ccccc3F)C2=O)c(C)n1C	-1	8	40	2	0
63	COc1ccccc1NC(=O)C1=C(C)NC(=O)NC1c1ccco1 (stereo not given)	0	-18	18	6	-11
64	CC(=O)c1c(C)[nH]c(C(=O)Nc2ccc(S(=O)(=O)N(C)C)cc2)c1C	-1	-3	9	-1	-2

nr	Runt-SMMHC FRET	FXIa inh 1536	FXIIa inh	KLK5 inh
61	-8	-4	2	8
62	-48	-2	8	-29
63	0	-3	0	-2
64	-8	16	4	1

# Compounds as they come; about 4.2% have a hit in one of these screens.
